High-throughput results: PubChem, National Center for Advancing Translational Sciences (NCATS)
TRHR PAM – TRH receptor (human) allosteric enhancement | P34981 | 0.66% of 360,000 active | TRHR cells, fluo-8 calcium fluorescence, EC20 TRH enhancement | enhancement, % at 2 µM; in the data active = enhancement above about 30%; also: 0% is about no effect
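TRHR-expressing cells loaded with fluo-8 calcium dye were read kinetically (ex 480/em 530) during compound addition, then stimulated with an EC20 of TRH (10 nM final). Enhancement of the Gq-mediated intracellular calcium response was scored.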
D2 antag – antagonizes the human D2 dopamine receptor | P14416 | HEK293 TREx D2 cells, calcium flux, dopamine EC80 | inhibition, % at 10 µM | 2% of 340,000 active | AID 485344; in the data active = inhibition above about 30%; also: 0% is about no effect
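Inhibition of EC80 dopamine-driven calcium flux, recorded kinetically, defines activity here; cells are a tetracycline-induced HEK293 T-REx line expressing force-coupled D2.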
IDH1 R132H inh – inhibitors of human mutant IDH1 R132H; O75874; IDH1-R132H enzyme, NADPH consumption, diaphorase/resazurin fluorescence; Potency, µM (doses to about 76.6 µM), for inactives: top-dose activity change, negative = inhibition, usual class: inhibitors; 0.093% of 390,000 active; AID 602179; also: potency is read from the fitted curve at half-maximal effect; % is scaled to controls: 0 for no effect and ±100 for the full control effect; nearly all actives have a fitted effect of over 65% in size
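IDH1-R132H (0.5 ug/mL) preincubated 30 min with compound, then NADPH (0.016 mM) and alpha-KG (2 mM) added; 80 min at RT, pH 7.5. Remaining NADPH coupled via diaphorase/resazurin to fluorescence (540/590 nm); concentration-response curves normalized to no-enzyme control.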
USP1 inh – USP1/UAF1 (human) deubiquitinase inhibition. recombinant USP1/UAF1, Ub-Rhodamine cleavage fluorescence. Potency, µM (series often up to 57.1 µM), for the others: at the top dose activity change, negative = inhibition, most hits filed as inhibitors. AID 743255. 0.23% of 390,000 active; also: potency is read from the fitted curve at half-maximal effect; % is scaled to controls: 0 for no effect and ±100 for the full control effect; nearly all actives have a fitted effect of over 60% in size; inactives centre near -12
Target sequence (O94782 whole entry, looked up): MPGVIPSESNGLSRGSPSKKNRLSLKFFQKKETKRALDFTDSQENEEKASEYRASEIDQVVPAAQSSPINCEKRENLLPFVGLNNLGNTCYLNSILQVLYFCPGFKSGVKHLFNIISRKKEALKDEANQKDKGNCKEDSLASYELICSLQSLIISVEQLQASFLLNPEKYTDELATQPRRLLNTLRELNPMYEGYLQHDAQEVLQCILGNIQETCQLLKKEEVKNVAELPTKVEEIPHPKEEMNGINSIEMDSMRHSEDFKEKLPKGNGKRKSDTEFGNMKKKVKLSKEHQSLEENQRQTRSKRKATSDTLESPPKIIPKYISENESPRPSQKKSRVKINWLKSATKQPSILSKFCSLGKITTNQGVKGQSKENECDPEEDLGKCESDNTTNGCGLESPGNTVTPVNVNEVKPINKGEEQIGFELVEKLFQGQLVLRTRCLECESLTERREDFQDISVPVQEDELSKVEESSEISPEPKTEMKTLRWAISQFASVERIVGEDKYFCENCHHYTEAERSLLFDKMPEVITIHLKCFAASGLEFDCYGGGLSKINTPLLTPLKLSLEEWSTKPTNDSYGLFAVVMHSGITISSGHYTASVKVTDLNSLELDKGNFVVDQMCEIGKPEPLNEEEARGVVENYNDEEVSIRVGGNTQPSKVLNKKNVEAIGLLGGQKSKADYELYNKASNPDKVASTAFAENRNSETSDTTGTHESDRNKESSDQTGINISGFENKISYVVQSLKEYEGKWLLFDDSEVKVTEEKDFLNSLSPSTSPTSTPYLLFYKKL
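1 nM enzyme complex + cpd, 15 min RT; start with Ub-Rho 150nM final; kinetic fluorescence ex 480/em 540, 6 reads q60 s. Buffer 50mM HEPES pH 7.8, 0.5mM EDTA, 0.1 mg/ml BSA, 1mM TCEP, 0.01% Tween-20.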
TrxR1 substrate – is turned over as a substrate by rat TrxR1 | AID 588456 | purified TrxR1 substrate turnover, NADPH consumption readout | Potency, µM (series often up to 114 µM), inactives show at the top dose activity change, negative = substrate turnover | O89049 | 0.01% of 390,000 active; also: potency is read from the fitted curve at half-maximal effect; % is scaled to controls: 0 for no effect and ±100 for the full control effect; nearly all actives have a fitted effect of over 50% in size
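Rat TrxR1, dispensed at 90 nM, was prereduced with 400 uM NADPH (final) for 5 min at ~22 deg C, then incubated with compound 15 min before 400 uM selenite. A first-read NADPH fluorescence drop versus no-compound background flagged substrates.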
TRHR agonist – activates the human TRH receptor. AID 493084. P34981. 0.18% of 360,000 active. activation, % at 2 µM. TRHR cells, calcium flux fluo-8, FDSS agonist mode; in the data active = activation above about 30%; also: 0% is about no effect
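TRHR-expressing cells loaded with fluo-8 calcium dye; 23 nL library compound pin-transferred, kinetic FDSS fluorescence (Ex 480/Em 530) recorded about 180 s for agonist-induced calcium release, before a 10 nM TRH EC20 addition for potentiator mode.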
D2 agonist – agonists of human D2 dopamine receptor. P14416. HEK293 T-REx D2 cells, calcium flux agonist mode. activation, % at 2 µM. 0.53% of 340,000 active;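 active = activation over 3 SD above normal in the single-dose calcium agonist read, cut at about 30% in these data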; also: 0% is about no effect
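Tetracycline-induced HEK293 Trex cells with D2 receptor force-coupled to calcium signaling, plated overnight at 30 C and loaded with no-wash calcium dye. Calcium flux read kinetically for 180 s after compound addition; responses flag agonists.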
TrxR1 inh – inhibitors of rat thioredoxin reductase 1 | Potency, µM (doses to about 114 µM), for the others: at the top dose activity change, negative = inhibition, hits mostly inhibitors | recombinant rTrxR1, NADPH fluorescence consumption, selenite substrate | 1% of 390,000 active | O89049; also: potency is read from the fitted curve at half-maximal effect; % is scaled to controls: 0 for no effect and ±100 for the full control effect; nearly all actives have a fitted effect of over 65% in size
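Rat TrxR1 (90 nM in the dispensed reagent) was pre-reduced with 400 uM NADPH for 5 min at room temperature, then incubated with compound for 15 min. After 400 uM selenite was added, NADPH fluorescence (Ex 340/Em 450 nm) was followed for 8 min.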
PI4K2A block – PI4K2A (human) kinase inhibition; Q9BTU6; purified PI4K2A, ADP-Glo luminescence, 1 h; hits give low values; activity change, negative = inhibition, % at 76.9 µM; 0.13% of 420,000 active; AID 1346378; in the data active = activity change below about -50%; inconclusive = mostly about -30% to -49%;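 also: -100% = wells without enzyme as full effect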
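ADP-Glo luminescence measured ADP generated by PI4K2A enzyme (4 ug/mL before mixing) with 1.2 mM PI substrate (pre-mix) and 300 microM ATP (pre-mix). Tris pH7.5 buffer with MgCl2, Triton X-100; 1 h reaction at ambient temperature.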
Active calls of the source: *; ? = inconclusive; . = not tested or not shown; & = joins results of further samples; [ ] = another dose, or the depositor's remark. Unless noted, calls follow the shape of the dose curve; as a rule, active = well fitted inhibition curve with a large enough effect; inconclusive = small, poorly fitted or top-dose-only effect; inactive = no such curve, though single readings can be large or run the other way.

SMILES	TRHR PAM	D2 antag	IDH1 R132H inh	USP1 inh	TrxR1 substrate	TRHR agonist	D2 agonist	TrxR1 inh	PI4K2A block
CCOC(=O)c1cc2sccc2n1CC(=O)OC	-2	10	12%	-15%	18%[57.1 µM]	-0.7	-0.3	19%	3
Cc1ccc(S(=O)(=O)c2c(C)nn(C(C)(C)C)c2OC(=O)C2CCCC2)cc1	3	-13	1%	-29%	-5%	1.1	2.2	2%	-3
COc1ccc(CC(=O)NCCC(C)C)cc1S(=O)(=O)N1CCOCC1	-1	9	2%	-10%	-5%	0.5	1.5	3%[57.1 µM]	2
Cc1cccc(NC(=O)CSc2nnnn2-c2cccnc2)c1	2	-1	-2%	-24%	-9%	-0.2	-0.5	6%	-1
CC1CCCN(c2ccc3nncn3n2)C1 (stereo unspecified)	-1	7	-1%	-20%	3%	-0.1	0.2	11%	-3
O=C(NCC1CCCO1)c1onc(CSc2cccc3ccccc23)c1C(=O)O (stereo unspecified)	3	-9	2%	0%	-13%	-0.2	0.5	-17%	-5
O=C(CCN1C(=O)c2cccc3cccc(c23)C1=O)NCc1ccco1	-3	19	-3%	1%	10%	-0.3	-0.7	-10%	-9
CC(C)C(c1nnnn1C1CCCCC1)N1CCc2ccccc21 (stereo unspecified)	0	-1	-5%	-10%	-13%	-1.0	-2.9	-10%[57.1 µM]	5
OCC1(Cc2ccc(Cl)cc2)CCN(Cc2ccc(F)c(F)c2)CC1	-1	-15	3%	-10%	1%	1.3	0.8	17%	-19
Nc1nc2ccccc2cc1-c1cccs1	0	8	-3%	-23%	64%[activator]	-1.2	-1.1	0%	-2
O=C(COC(=O)CCc1nc2ccccc2s1)NCc1ccco1	1	4	4%	-11%	13%[57.1 µM]	-1.5	0.0	24%[57.1 µM]	-4
CCOC(=O)c1[nH]c(COC(=O)C2CC(=O)N(Cc3ccccc3)C2)c(C(=O)OCC)c1C (stereo unspecified)	0	8	3%	1%	8%[57.1 µM]	-1.4	-0.3	-5%	8
CCOc1cccc(/C=C2\NC(=S)N(c3ccccc3)C2=O)c1O	-9	-2	-3%	-22%	1%[57.1 µM]	9.1	3.2	-26%	-4
COc1ccc(-c2cccc(C(=O)Nc3ccc(OC)c(OC)c3)c2)cc1	4	-6	-1%	-5%	1%	-0.1	0.2	16%	6
CCn1c(SCC(=O)NC(C)(C)C)nnc1-c1ccoc1C	4	13	2%	1%	2%	0.4	0.6	9%	0
CCCCc1cc(=O)oc2c3c(cc(OCC(=O)NCCCO)c12)OC(C)(C)CC3	-3	6	-8%	-28%	245%[activator]	-0.2	-0.4	4%	9
O=C(O)c1ccc2c(c1)N(Cc1ccccc1)C(=O)c1ccccc1S2=O (stereo unspecified)	4	.	7%	-13%	3%	0.6	.	16%	6
COc1cccc2sc3cc(NCc4ccc5c(c4)OCO5)ccc3c(=O)c12	.	.	-4%	-17%	16%	.	.	1%	0
CC(=O)Nc1ccc(NC(=O)C(C)OC(=O)CCCN=C2NS(=O)(=O)c3ccccc32)cc1 (stereo unspecified)	-3	5	-2%	-2%	2%	0.6	-0.2	14%	-1
COc1ccc(OC)c(C2C(C#N)=C(N)Oc3c2c(C)nn3-c2cccc(Cl)c2)c1 (stereo unspecified)	-3	4	0%	-4%	-7%	3.4	1.4	-23%	?
CCOC(=O)c1[nH]c(C)c(/C(O)=C2\C(=O)C(=O)N(CCCN(CC)CC)C2c2cccnc2)c1C (stereo unspecified)	.	.	1%	-13%	1%	.	.	0%	-2
Cc1[nH]c(C)c(S(=O)(=O)NCC(C)c2ccccc2)c1C(=O)N1CCCCC1 (stereo unspecified)	9	0	6%	-4%	5%[57.1 µM]	-1.1	-0.1	15%[57.1 µM]	4
CC(=O)C1=C(NC(=O)c2ccc(C(F)(F)F)cc2)C[C@@H]2[C@H]1C2(C)C	-5	.	-2%	-4%	-2%	-0.6	.	14%	-2
Cc1ccc(-c2nc3cc(C(C)C)ccc3o2)cc1NC(=O)c1cc2ccccc2o1	0	.	-12%	-14%	0%	1.0	1.0	-18%	5
COc1ccc(C(CNC(=O)C2CC(=O)N(Cc3ccc(C)cc3)C2)N(C)C)cc1 (stereo unspecified)	7	1	1%	-12%	0%[57.1 µM]	-0.2	0.9	-9%[57.1 µM]	4
Cc1cc2[nH]ncc2cc1NC(=S)NC(=O)c1ccccc1	-4	-11	13%	-17%	0%	0.3	0.1	7.1µM*	-6
c1ccc(CCNc2ncnc3c2cnn3-c2ccccc2)cc1	-1	-9	7%	-4%	-1%	0.2	-0.1	-11%	-4
N#Cc1c(N2CCCC2)ccc(Br)c1Cl	-3	4	6%	-13%	4%	-2.7	-0.9	6%	-2
CCCCC(=O)NC1(C(F)(F)F)C(=O)N(CC(C)C)C2=C1C(=O)CC(C)(C)C2 (stereo unspecified)	-1	-9	5%	-9%	-5%	-0.2	-0.4	-9%	-11
COc1ccc(N2CCN(C(=O)c3nn(C)c4c3CSc3ccccc3-4)CC2)cc1	1	.	-7%	-16%	-1%	0.5	1.9	8%	-9
Cc1ccc(/C=C2/NC(=O)N(Cc3ccc(Br)cc3)C2=O)o1	-6	13	3%	-5%	-5%	0.2	0.1	?	4
CN1C(=S)N2CCCN2C1c1ccccc1 (stereo unspecified)	0	-1	-7%	-10%	5%	0.3	0.2	23%	2
O=C(CSc1nc2cccnc2n1Cc1ccccc1)NC1CCCCC1	-1	-10	3%	-20%	5%	-0.6	-0.8	-1%	6
CCc1ccc(CNC(=O)CSc2c3c(nc4ccc(Cl)cc24)CCCC3)cc1	1	.	-5%	-6%	-1%	-0.6	0.9	10%	-7
COc1cc(OC)cc(C(=O)OC(C)C(=O)NC2CCCc3ccccc32)c1 (stereo unspecified)	2	-7	-6%	-25%	6%	-3.3	-0.1	36%	-1
CCN(CC(=O)Nc1sc2c(c1C#N)CCCC2)CC(=O)NC1CCS(=O)(=O)C1 (stereo unspecified)	1	3	10%	-19%	2%	-0.1	0.9	7%	-1
CCOC(=O)C(CC)n1nc(C)n2c(cc3occc32)c1=O (stereo unspecified)	-3&-1	-1	1%	10%&-7%	3%&-4%	0.0&-1.4	1.0&-1.3	0%&-1%	-4&-2
O=C(O)c1cccc(S(=O)(=O)N2CCN(S(=O)(=O)c3ccc4ccccc4c3)CC2)c1	-10	.	-13%	-20%	7%	0.4	.	14%	5
COc1ccccc1CNC(=O)C1CCC(CNS(=O)(=O)c2cccs2)CC1 (stereo unspecified)	10	7	2%	-10%	-2%[57.1 µM]	-1.1	0.4	2%[57.1 µM]	1
O=C(CN1CCN(Cc2ccc(F)cc2Cl)CC1)NCc1ccccc1	-7	15	3%	-4%	0%	-0.4	-1.0	9%	-17
O=C1N(c2ccccc2)c2ccccc2C1(O)C(F)(F)F (stereo unspecified)	0	-26	1%	-3%	14%[57.1 µM]	0.3	1.1	3%[57.1 µM]	3
NC(=O)[C@@H]1CCCNc2c(F)cc([N+](=O)[O-])cc2C(=O)N[C@@H](CO)C(=O)N[C@@H](Cc2ccc(O)cc2)C(=O)N1	1	-4	-2%	21%	4%[57.1 µM]	-0.2	-1.0	12%[57.1 µM]	-2
Cc1cc(=O)[nH]c(-c2cccnc2)n1	3	-12	6%	0%	4%[57.1 µM]	0.2	1.2	11%[57.1 µM]	-2
N#Cc1c2c(c(N3CCN(c4ccccn4)CC3)n3c1nc1ccccc13)CCC2	-4	4	.	.	.	0.3	0.0	.	.
Cc1cc(C)cc(NC(=S)NC2CC3CCCC(C2)N3C2CCCC2)c1 (stereo unspecified)	3	9	4%	-16%	0%	3.1	0.5	-2%	-4
Cc1ccc(NS(=O)(=O)c2ccc3c(c2)CC(C)N3C(=O)C2CCC2)cc1Cl (stereo unspecified)	-1	.	7%	-24%	-4%	-0.3	.	19%	-3
O=C(c1cccn2c(=O)c3cc(Cl)ccc3nc12)N1CCN(Cc2ccc3c(c2)OCO3)CC1	6	-9	4%	-13%	36%[activator]	0.3	0.0	2%	7
COC/C=C/C1=CC2=CC(=O)C(C)(OC(=O)c3cnc4ccccc4n3)C(=O)C2=CN1Cc1ccc(OC)cc1 (stereo unspecified)	-1	9	14%	?	-4%	0.1	0.2	-20%	?
O=c1oc2ccccc2cc1-c1nc(-c2ccccc2)no1	-3	-14	0%	-18%	-18%[57.1 µM]	-0.2	0.7	10%[57.1 µM]	2
Nc1c(C(=O)OCC2CCCO2)c2nc3ccccc3nc2n1-c1ccc2c(c1)OCCO2 (stereo unspecified)	-5	4	2%	-4%	6%	-0.3	4.4	-11%	13
COc1ccc(NS(=O)(=O)c2cc([N+](=O)[O-])ccc2NN=Cc2ccccc2OCC(=O)O)cc1	.	.	15%	?	-3%	.	.	4%	-4

Another view of some results above:
canonical_smiles | TRHR PAM | D2 antag | IDH1 R132H inh | USP1 inh | TrxR1 substrate | TRHR agonist | D2 agonist | TrxR1 inh | PI4K2A block
Cc1[nH]c(C)c(S(=O)(=O)NCC(C)c2ccccc2)c1C(=O)N1CCCCC1 (stereo unspecified) | 9 | 0 | 6% | -4% | 5%[57.1 µM] | -1.1 | -0.1 | 15%[57.1 µM] | 4
Cc1cccc(NC(=O)CSc2nnnn2-c2cccnc2)c1 | 2 | -1 | -2% | -24% | -9% | -0.2 | -0.5 | 6% | -1
O=C(CCN1C(=O)c2cccc3cccc(c23)C1=O)NCc1ccco1 | -3 | 19 | -3% | 1% | 10% | -0.3 | -0.7 | -10% | -9
O=c1oc2ccccc2cc1-c1nc(-c2ccccc2)no1 | -3 | -14 | 0% | -18% | -18%[57.1 µM] | -0.2 | 0.7 | 10%[57.1 µM] | 2
O=C(COC(=O)CCc1nc2ccccc2s1)NCc1ccco1 | 1 | 4 | 4% | -11% | 13%[57.1 µM] | -1.5 | 0.0 | 24%[57.1 µM] | -4
